Bioassay records: PubChem BioAssay, several laboratories
STK33 inh: inhibitors of human STK33 kinase; inhibition, % at 10 µM; actives 0.073% (n = 320,000); purified STK33, MBP phosphorylation, ADP-Glo luminescence;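 active = inhibition at or above 25%, using the most active replicate where run in duplicate; inactive = inhibition below 25%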
Target sequence (Q9BYT3 whole entry, looked up): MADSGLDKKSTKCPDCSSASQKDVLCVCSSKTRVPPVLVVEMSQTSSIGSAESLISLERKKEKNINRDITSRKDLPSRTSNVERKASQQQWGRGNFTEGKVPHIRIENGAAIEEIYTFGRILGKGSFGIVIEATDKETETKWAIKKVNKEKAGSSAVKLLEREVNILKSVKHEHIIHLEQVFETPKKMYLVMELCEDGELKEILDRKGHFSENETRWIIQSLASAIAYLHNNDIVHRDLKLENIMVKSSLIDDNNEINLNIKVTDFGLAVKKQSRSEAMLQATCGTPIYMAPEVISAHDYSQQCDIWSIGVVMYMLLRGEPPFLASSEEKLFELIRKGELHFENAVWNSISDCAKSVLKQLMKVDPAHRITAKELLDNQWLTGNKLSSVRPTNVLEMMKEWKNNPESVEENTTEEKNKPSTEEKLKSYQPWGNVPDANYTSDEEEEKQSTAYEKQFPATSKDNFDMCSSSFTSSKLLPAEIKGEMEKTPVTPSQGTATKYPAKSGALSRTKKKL
Kir21 block: inhibitors of mouse Kir2.1 inward-rectifier potassium channel. P35561. HEK293-Kir2.1, FluxOR thallium flux fluorescence; hits give low values. B-score at 10 µM. actives 0.85% (n = 310,000). AID 1672;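 active = fluorescence ratio B-score at or below minus 3 SD of library scores, with starting-brightness B-score within 2 SD, cut at about -4.2 in these data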;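 also: channel flux triggered by added potassium and thallium sulfate stimulus; B-score of peak minus minimum fluorescence over baseline after thallium stimulus; more negative B-score means stronger Kir2.1 block with less thallium influx; some compounds called inactive have numbers as strong as hits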
Target sequence (P35561 whole entry, looked up): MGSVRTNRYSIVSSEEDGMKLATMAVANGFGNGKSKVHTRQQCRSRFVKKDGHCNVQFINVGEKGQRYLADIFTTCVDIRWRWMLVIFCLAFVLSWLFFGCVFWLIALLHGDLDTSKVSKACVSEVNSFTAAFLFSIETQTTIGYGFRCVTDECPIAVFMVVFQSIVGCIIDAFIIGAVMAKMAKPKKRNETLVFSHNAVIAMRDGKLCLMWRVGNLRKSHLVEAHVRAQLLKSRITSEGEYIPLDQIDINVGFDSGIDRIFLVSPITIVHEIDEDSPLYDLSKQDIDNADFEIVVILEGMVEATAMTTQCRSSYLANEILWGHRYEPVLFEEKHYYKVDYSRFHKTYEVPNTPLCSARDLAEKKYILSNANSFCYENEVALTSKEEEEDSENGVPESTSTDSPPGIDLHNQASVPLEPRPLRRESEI
KCNQ2 inh: KCNQ2 potassium channel inhibitors, primary screen, cell-based, CHO-K1, FluxOR thallium flux, B-score (AID 2156). 20 min; hits give low values. B-score at 10 µM. actives 1.1% (n = 310,000);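 active = fluorescence ratio B-score at most minus 3 library SDs, with starting brightness B-score within 2 library SDs, cut at about -5.5 in these data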
Active calls of the source: *; i = inactive; / = not tested or not shown.

Each structure is followed by: STK33 inh, Kir21 block, KCNQ2 inh
#1 Cc1cc(OC(=O)c2ccccc2Br)c([N+](=O)[O-])c(=O)[nH]1
    -2.1, 1.1, i
#2 Cc1cccc(OCCn2cc(/C=N/NC(=O)c3ccncc3)c3ccccc32)c1
    -0.2, 0.3, i
#3 CN1CCN(C(=O)C2CC(c3c(F)cccc3Cl)=NO2)CC1 (stereo not given)
    -2.0, -0.04, i
#4 COc1ccc(/C=N/NC(=O)c2ccccc2OC)cc1COc1ccc(C)cc1
    -1.7, -0.03, i
#5 O=C(NCCCN1CCOCC1)c1cc(C(=O)C2CCCCC2)c[nH]1
    /, 0.26, i
#6 NSc1nc(N)c2nc(-c3ccccc3)c(-c3ccccc3)nc2n1
    -0.3, 0.06, i
#7 COC(=O)c1onc(-c2ccccc2)c1C(=O)OC
    -0.7, 1, i
#8 CC1=CC(C)(C)N(C(=O)Nc2ccccc2)c2ccccc21
    -1.2, -0.05, i
#9 CCc1ccc(-n2cc(-c3ccc(F)cc3)[n+]3c2SCCC3)cc1
    -3.1, -1.1, i
#10 Cc1c(N(C)S(=O)(=O)c2cccc(C(=O)NCC3CCCO3)c2)c(=O)n(-c2ccccc2)n1C (stereo not given)
    1.0, 0.28, i
#11 S=C1NCN(Cc2ccccc2)CN1
    -3.6, 0.42, i
#12 Cc1cc(C)cc(NC(=O)CSc2nnc(Cc3cccn3C)n2-c2ccc(F)cc2)c1
    -0.8, -1.3, i
#13 CCOc1ccc(N(CC(=O)Nc2ccc(C)cc2)S(=O)(=O)c2c(C)noc2C)cc1
    -0.6, 0.88, i
#14 Cc1cc(=O)oc2cc(OCC(=O)OCC(=O)NC(=O)NC(C)C)ccc12
    -0.2, 0.22, i
#15 COc1ccc(-c2[nH]nc3c2C(c2ccccc2OC(=O)N2CCOCC2)C(C#N)=C(N)O3)cc1 (stereo not given)
    0.5, 0.65, i
#16 O=C(COC(=O)CCS(=O)(=O)c1ccccc1)Nc1cc(S(=O)(=O)N2CCCCC2)ccc1Cl
    -1.3, 1.3, i
#17 Cc1ccn2cc(CNC(=O)c3cccs3)nc2c1
    1.0, -1.9, i
#18 O=C(CSc1nncc2ccccc12)N1CCOCC1
    -0.7, 0.05, i
#19 CC(=O)c1sc(-c2ccc(F)cc2)cc1NS(=O)(=O)c1ccccc1
    -1.4, 1.9, i
#20 CC(Oc1ccc(F)cc1)C(=O)Oc1ccc(N(C)S(=O)(=O)c2ccccc2)cc1 (stereo not given)
    0.3, 0.01, i
#21 CC(C)[C@H](NS(=O)(=O)c1ccccc1)C(=O)OCn1nnc2ccccc2c1=O
    0.5, -0.41, i
#22 O=C(Nc1ccc(S(=O)(=O)N2CCCCC2)cc1)C1CCN(C(=O)c2ccco2)CC1
    0.3, 1.2, i
#23 CCOc1ccc(-c2noc(-c3cccnc3)n2)cc1OCC
    0.1, 0.4, i
#24 O=C1CN(C(=O)COC(=O)c2cnc(Cl)c(Cl)c2)c2ccccc2N1
    -0.7, -0.69, i
#25 CCCN1CCN(CCCNC(=O)CCn2nc(-c3ccccc3)ccc2=O)CC1
    0.1, -0.82, i
#26 CSc1cc(C)nc(NC(C)=O)n1
    1.1, 0.83, i
#27 CC1CCC(NS(=O)(=O)c2ccc(Cl)nc2)CC1 (stereo not given)
    -0.5, -0.16, i
#28 CCc1ccc(N(CC(=O)NCc2ccco2)C(=O)CCC(=O)Nc2nccs2)cc1
    -2.1, 1.9, i
#29 O=C(CSc1nnc2ccc(-c3cccnc3)nn12)Nc1ccccc1
    -0.9, -0.66, i
#30 O=C1NC(=S)S/C1=C/c1ccc(N2CCOCC2)o1
    17, -1.8, i
#31 CC(C)c1ccc(C(=O)Nc2nnc(S(=O)(=O)N3CCCCC3)s2)cc1
    1.9, -1.1, i
#32 O=C(NCCCCc1ccccc1)c1ccccc1Br
    0.1, 0.73, i
#33 Nc1c(Br)c(=O)[nH]c(=O)n1-c1ccc(F)cc1
    -0.3, -0.78, i
#34 CC(C)Cn1nc(NS(=O)(=O)c2cccc3nonc23)c2cc3ccccc3nc21
    -0.4, 0.4, i
#35 COc1ccc(CNC(=O)COc2cc3c(c4oc(=O)cc(C)c24)CCC(C)(C)O3)cc1
    -0.7, 0.29, i
#36 Cc1ccc(CNC(=O)C2CCC(CNc3nc(=S)[nH]c4ccccc34)CC2)cc1 (stereo not given)
    -0.1, 1.3, i
#37 CCOC(=O)Cn1c(=NC(=O)C(C)C)sc2c(C)cc(C)cc21
    -2.2, 0.61, i
#38 COc1ccc(C)cc1S(=O)(=O)N(CC(=O)Nc1ccc2c(c1)OCCO2)Cc1ccccc1
    0.4, -1.9, i
#39 Cc1ccc(C(=O)N2CCCCCC2)cc1S(=O)(=O)Nc1ccccc1
    2.0, -2.3, i
#40 O=C(CN1CCC(NC(=O)C2CC2)CC1)Nc1cccc(F)c1
    -0.8, 0.64, i
#41 O=C1CCC([N+](=O)[O-])C(C2CC=CCC2)N1 (stereo not given)
    -0.2, -0.08, i
#42 COc1ccc(C(=O)N2CCN(Cc3nc(CC4CC4)no3)CC2)cc1
    -1.1, 0.82, i
#43 CCC(=O)NC1(C(F)(F)F)C(=O)NC(C)=C1C#N (stereo not given)
    -1.2, -0.31, i
#44 Cc1ccc(NC(=O)CS(=O)CC(=O)N(C2CCCC2)C(C)C(=O)NC2CCCCC2)cc1 (stereo not given)
    -0.3, -1.4, i
#45 CCOC(=O)N1C2=NC(C(=O)OC)=C(C(=O)OC)[C@@H]3N(Cc4ccccc4)c4ccccc4[C@]23C[C@H]1C(=O)OC
    0.3, -0.88, i
#46 CC1CCC(n2c(=S)[nH]c3ccccc3c2=O)CC1 (stereo not given)
    1.8, -2.2, i
#47 COc1cc2c(cc1OC)C1=C(C#N)CN(C3CCCCC3)CN1CC2
    0.8, 0.46, i
#48 COc1ccc(S(=O)(=O)Nc2nc3ccccc3s2)cc1
    -1.5, 0.83, i
#49 Cc1cccc(NC(=O)CSc2cccc3cccnc23)c1
    -0.7, -0.28, i
#50 C=CCNCCOCCOc1ccc(C)cc1[N+](=O)[O-]
    -1.9, 0.14, i

Next section.
Each structure is followed by: STK33 inh, Kir21 block, KCNQ2 inh
#51 NC(=O)C[n+]1ccc(/C=N/O)cc1
    -0.3, -1.8, i
#52 CNC(=O)NC(=O)COC(=O)c1ccc(-n2c(C)ccc2C)cc1
    -2.6, 0.62, i
#53 COc1ccc(Cl)cc1NC(=O)C1CCCN(S(C)(=O)=O)C1 (stereo not given)
    -0.4, -0.34, i
#54 CCN(CC)C(=O)c1ccc(CS(=O)(=O)Cc2ccccc2)cc1
    -1.4, -1.1, i
#55 CCCCn1cnc2c(c1=O)c1nc3ccccc3nc1n2Cc1ccc2c(c1)OCO2
    -0.3, 0.23, i
#56 O=C(COc1ccccc1Cl)Nc1ccc(S(=O)(=O)Nc2ccccn2)cc1
    0.9, -0.53, i
#57 COc1ccc(C(=O)NCS(=O)(=O)c2ccc(C)cc2)cc1
    -0.5, -1.2, i
#58 Nc1nc(CN2CCN(c3ccccc3F)CC2)nc(Nc2ccc3c(c2)OCCO3)n1
    1.1, 0.87, i
#59 CC1CCN(S(=O)(=O)N2CCC(C(=O)NCc3cccnc3)CC2)CC1
    -1.4, -2.2, i
#60 Cc1nnc(SCC(=O)NCc2ccccc2Cl)n(N)c1=O
    -2.3, -0.05, i
#61 CCOC(=O)Cc1c(C)[nH]c(=S)[nH]c1=O
    0.0, -1.1, i
#62 CCC1=C(OC(=O)N(CC)CC)N2C(=O)OC(=NCC3CC3)[C@]2(Cc2ccccc2)[C@H]2C1=CC[C@H]1C(=O)NC(=O)[C@H]12
    0.2, 0.08, i
#63 CN1C2CCC1/C(=C\c1ccccc1F)C(=O)/C2=C/c1ccccc1F
    -0.9, 0.3, i
#64 CCNC(=S)N1CCN(Cc2ccccc2)CC1
    -1.1, -0.84, i
#65 COC(=O)C1=C(C)N(C2CCCCC2)C(=O)C1
    0.2, 2.6, i
#66 O=C(CCCOc1ccc(Cl)cc1)Nc1nncs1
    -0.5, 0.72, i
#67 Cc1ccc(-c2nc3cccnc3o2)cc1NC(=O)COc1ccc(C(C)(C)C)cc1
    -0.7, 0, i
#68 CCOc1ccc2nc(-c3cc(NC(C)=O)ccc3O)sc2c1
    -0.9, -0.61, i
#69 Cc1ccnc2nc(C(=O)OCC(=O)Nc3ccc4c(c3)OC(F)(F)O4)nn12
    -1.2, 0.81, i
#70 Cc1ccccc1OCc1nc2ccccc2[nH]1
    1.6, -1.2, -6.6*
#71 Cc1ccccc1OCC(O)CN(Cc1ccccc1O)C1CCCCC1 (stereo not given)
    0.0, -0.09, -7.4*
#72 COc1ccc(CNC(=O)c2oc3ccc(S(=O)(=O)N4CCOCC4)cc3c2C)cc1
    0.0, -1.5, i
#73 O=C(CCCc1ccccc1)NCc1ccccc1
    1.6, -0.11, i
#74 CCOC(=O)c1c(NC(=O)/C=C/c2ccc(C)o2)sc(C)c1C
    -1.0, -0.14, i
#75 CC1(C)CC(C(CC(=O)Nc2nccs2)c2ccccc2)CCO1 (stereo not given)
    /, 0.87, i
#76 O=C(NCc1ccc(Cl)cc1)c1cc(-c2ccco2)on1
    -2.3, 1.2, i
#77 CC(C)=CCOc1ccc2ccc(=O)oc2c1
    -0.1, 0.47, i
#78 Cc1cccc(NC(=O)c2ccccc2NC(=O)CCC(=O)O)c1
    -1.2, -1.2, i
#79 Cc1cc(=O)oc2c(C)c(OC(C)C(=O)NCC(O)c3ccccc3)ccc12 (stereo not given)
    -0.4, 0.18, i
#80 CC(=O)c1ccc(NC(=O)CSc2nnc(-c3ccco3)c(-c3ccco3)n2)cc1
    0.9, 0.09, i
#81 CC(C)(CC(=O)N1CCN(c2ccc(Cl)cc2)CC1)CC1=NS(=O)(=O)c2ccccc2N1
    -3.0, 1.9, i
#82 CCCN1C(=O)SC(CC(=O)Nc2ccccc2)C1=O (stereo not given)
    -1.3, -2.3, i
#83 O=C(Nc1ccccc1Cl)c1ccc2nccnc2c1
    1.5, -0.13, i
#84 O=C(NCc1ccccn1)C1C2C=CC(C2)C1C(=O)Nc1ccc(F)cc1 (stereo not given)
    -2.6, 0.41, i
#85 CCOC(=O)COc1ccc(/C=C/[N+](=O)[O-])c(OCC(=O)OCC)c1
    -2.0, -2.7, i
#86 Cc1nnc(SCc2ccc([N+](=O)[O-])cc2)o1
    0.4, -0.11, i
#87 Cc1nc(CS(=O)(=O)c2ccccc2)cc(Sc2ccc(Cl)cc2)n1
    0.7, -4.1, i
#88 O=C(N1CCN(Cc2ccccc2)CC1)C12CC3CC(CC(C3)C1)C2
    -1.1, -0.53, -5.6*
#89 C=CCn1c(/N=C/c2ccc(N(C)C)cc2)nc2ccccc21
    -1.0, -0.04, -7.3*
#90 O=C(O)c1cccc(NC(=O)C2C3C=CC(C3)C2C(=O)O)c1 (stereo not given)
    -2.3, -1.4, i
#91 CCN(CC(=O)NC1CCS(=O)(=O)C1)S(=O)(=O)c1cccc(C(C)=O)c1 (stereo not given)
    0.0, 0.12, i
#92 NC(=O)CC(NC(=O)c1cccc(Br)c1)c1ccc(NCCN2CCOCC2)c([N+](=O)[O-])c1 (stereo not given)
    /, 0.97, i
#93 CC(C)Cc1ccc(CN2CCCC(NC(=O)CCN3CCCCC3=O)C2)cc1 (stereo not given)
    -0.3, -0.42, i
#94 COc1ccc(S(=O)(=O)NCC(c2ccc3c(c2)OCO3)N2CCN(c3ccccc3)CC2)cc1 (stereo not given)
    -0.3, -0.38, i
#95 CC1CCN(CC(=O)n2c3c(c4ccccc42)CCCC3)CC1
    -0.6, 0.23, i
#96 Cc1ccnc(NS(=O)(=O)c2ccc(NC(=O)C3CCCNC3=O)cc2)n1 (stereo not given)
    -0.7, -1.2, i
#97 Cc1cccc(NC(=O)CSc2nnc(-c3n[nH]c4ccccc34)o2)c1
    1.2, 0.3, i
#98 O=C(COC(=O)CNC(=O)c1ccco1)NCCN1C(=O)CSC1=O
    0.3, -0.02, i
#99 O=C(NC1CCSc2ccccc21)c1cc([N+](=O)[O-])ccc1N1CCOCC1 (stereo not given)
    /, -1.1, i
#100 O=C1CC(NCC2CCCO2)C(=O)N1c1ccc(Cl)cc1 (stereo not given)
    7.4, 0.89, i
#101 N#Cc1ccc(C(=O)N2CCN(c3ncccn3)CC2)cc1
    -0.7, 1.5, i
#102 Cc1cc(N2CCN(C)CC2)nc2ccc(NC(=S)N3CCN(c4ccc(F)cc4)CC3)cc12
    -2.0, -0.09, i
#103 COC(=O)c1noc(-c2ccc(OC)cc2)n1
    7.4, 0.08, i

5 entries from above, set out differently.
| nr | canonical_smiles | STK33 inh | Kir21 block | KCNQ2 inh |
| --- | --- | --- | --- | --- |
| 94 | COc1ccc(S(=O)(=O)NCC(c2ccc3c(c2)OCO3)N2CCN(c3ccccc3)CC2)cc1 (stereo not given) | -0.3 | -0.38 | i |
| 95 | CC1CCN(CC(=O)n2c3c(c4ccccc42)CCCC3)CC1 | -0.6 | 0.23 | i |
| 96 | Cc1ccnc(NS(=O)(=O)c2ccc(NC(=O)C3CCCNC3=O)cc2)n1 (stereo not given) | -0.7 | -1.2 | i |
| 97 | Cc1cccc(NC(=O)CSc2nnc(-c3n[nH]c4ccccc34)o2)c1 | 1.2 | 0.3 | i |
| 98 | O=C(COC(=O)CNC(=O)c1ccco1)NCCN1C(=O)CSC1=O | 0.3 | -0.02 | i |

Compounds were not picked by outcome. About 1.9% of those tested had a hit in this group.
